Screening results (PubChem BioAssay)
KAT2A inh – qHTS Assay for Inhibitors of GCN5L2. 390,000 tested, 0.21% active. Potency, µM (highest dose often 58.9 µM), for inactives: at the highest dose activity change, negative = inhibition, usual class: inhibitors. GCN5L2 HAT assay, ThioGlo1 CoA-SH fluorescence. AID 504327, 2011
Target sequence (Q92830 whole entry, looked up): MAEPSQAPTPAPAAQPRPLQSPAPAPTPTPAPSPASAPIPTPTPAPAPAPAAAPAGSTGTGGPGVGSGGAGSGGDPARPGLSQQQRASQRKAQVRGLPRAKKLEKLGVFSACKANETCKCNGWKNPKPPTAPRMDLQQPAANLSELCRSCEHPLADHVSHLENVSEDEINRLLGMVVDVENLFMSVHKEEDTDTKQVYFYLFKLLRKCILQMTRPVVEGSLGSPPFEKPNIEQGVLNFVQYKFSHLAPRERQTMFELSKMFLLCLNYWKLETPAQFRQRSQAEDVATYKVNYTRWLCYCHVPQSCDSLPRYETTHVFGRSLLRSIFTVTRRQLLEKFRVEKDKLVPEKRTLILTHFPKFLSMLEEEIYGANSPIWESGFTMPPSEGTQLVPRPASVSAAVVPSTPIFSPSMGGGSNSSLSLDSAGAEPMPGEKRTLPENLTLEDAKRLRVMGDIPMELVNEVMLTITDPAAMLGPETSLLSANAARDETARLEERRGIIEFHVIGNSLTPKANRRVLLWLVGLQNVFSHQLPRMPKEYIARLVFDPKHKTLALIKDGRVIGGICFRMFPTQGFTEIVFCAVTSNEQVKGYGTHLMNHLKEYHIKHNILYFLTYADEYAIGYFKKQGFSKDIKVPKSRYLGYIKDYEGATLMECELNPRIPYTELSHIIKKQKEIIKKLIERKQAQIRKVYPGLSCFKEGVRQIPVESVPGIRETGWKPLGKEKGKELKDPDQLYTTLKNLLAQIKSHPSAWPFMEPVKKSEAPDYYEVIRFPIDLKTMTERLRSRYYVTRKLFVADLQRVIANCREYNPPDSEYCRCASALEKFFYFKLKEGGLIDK
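Fluorescence readout, Ex340nm/Em540nm: ThioGlo1 (50uM final) reacts with free CoA thiol released as 20nM GCN5L2 acetylates H3(1-25) peptide (75uM) using acetyl-CoA (70uM). Compound and enzyme sat 15 min beforehand; 20 min room-temperature reaction.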
FEN1 inh – qHTS Assay for the Inhibitors of Human Flap endonuclease 1 (FEN1) | Potency, µM (top dose mostly 114 µM), for the others: at the highest dose activity change, negative = inhibition, hits mostly inhibitors | Recombinant FEN1 flap cleavage, fluorescence, 15 min | 390,000 tested, 0.35% active | P39748 | AID 588795, 2011; further: nearly all actives have a fitted effect of over 65% in size
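With each library titrated from low to high concentration, compounds met 10 nM FEN1 for 15 min at room temperature before 50 nM substrate was added; readings at 0 and 15 min fed four-parameter Hill curve fits.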
N370S GC – qHTS Assay for Inhibitors and Activators of N370S glucocerebrosidase as a Potential Chaperone Treatment of Gaucher Disease | 330,000 tested, 0.092% active | AID 2101, 2009 | Lysosomal acid glucosylceramidase (Homo sapiens), P04062 | N370S GC spleen homogenate, 4MU-glucoside fluorescence | Potency, µM (titrated, usually from 59.4 µM), for the others: top-dose activity change, negative = inhibition, actives largely listed as inhibitors;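 further: 0% = full enzyme activity and -100% = no enzyme basal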
An asterisk follows results filed as active; u = inconclusive; x = no result given; [ ] = another dose, or the depositor's remark. The call rests on the fitted dose curve; in most records, active means well fitted curve in the direction sought with a large enough effect; inconclusive means small, poorly fitted or top-dose-only effect, or another doubt; inactive means no such curve, though single readings can be large; an effect the other way counts as inactive or inconclusive. Unless noted, on the % scale 0 is the no-effect control and ±100 the full control effect; potency means the concentration at half of the fitted maximal effect.

SMILES	KAT2A inh	FEN1 inh	N370S GC
O=C(/C=C/c1ccccc1)Nn1cnc2ccccc2c1=O	24%	-36%	2%
CC(=O)Nc1cccc(C(=O)N/N=C/c2ccc(F)cc2)c1	3%	9%	-2%
O=C(Nc1ccc(N2CCN(c3ncccc3C(F)(F)F)CC2)nc1)c1cccs1	-4%	0%	10%
Cn1c(CNS(=O)(=O)c2cccc(Cl)c2)cc(=O)n(C)c1=O	1%	-4%	-4%
Cc1ccc2nc3c(cc2c1)CN(Cc1ccco1)C(=NCC1CCCO1)S3 (stereo unspecified)	-14%	-4%	10%
CCC(C)(C)C1CCC(=NNc2nc3ccccc3[nH]2)CC1 (stereo unspecified)	-4%	-8%	6%
C=CCNC(=O)/C(C#N)=C/c1c(N2CCCCCC2)nc2ccccn2c1=O	-16%	-5%	25%
Nc1ccc(C2(c3ccc(N)cc3)OC(=O)c3ccccc32)cc1	-2%	6%	3%
CC(=O)c1ccc(NC(=O)CN2CCCCCC2)cc1	1%	-3%	-6%
COc1ccc(CNCCNC(=O)c2nonc2N)cc1OC	3%	0%	1%
COc1cc(OC)cc(-c2cc(N)n(S(=O)(=O)c3cccc4nsnc34)n2)c1	-19%	-10%	-8%
Oc1ccc(Cl)cc1CNc1ccc(Br)cn1	-1%	-5%	19%
COC(=O)c1ccccc1S(=O)(=O)N1CCC(C(=O)OC(C)C(=O)Nc2ccccc2OC)CC1 (stereo unspecified)	-5%	5%	x
CCc1sc(/C=C(/C#N)C(N)=S)cc1[N+](=O)[O-]	u	-16%	-2%
O=C(COc1ccc(Cl)cc1)Nc1ccccc1C(=O)NCc1cccnc1	-3%	3%	-2%
COC(=O)CCC(=O)NNC(=O)CCCOc1ccc(Cl)cc1Cl	-2%	0%	1%
NS(=O)(=O)c1ccc(CCNC(=O)CC(c2ccccc2)c2ccccc2)cc1	2%	4%	-18%
O=C(Cn1nnc2ccccc2c1=O)NCC1CCC(C(=O)O)CC1 (stereo unspecified)	-4%	5%	0%
N#Cc1ccccc1NC(=O)CSc1n[nH]c(-c2ccco2)n1	2%	7%	-21%
COc1ccccc1NS(=O)(=O)c1cccc(C(=O)NN=C2CCCCCC2)c1	-3%	-23%	2%
CC1=C(C(=O)OCC2CCCO2)C(c2cccc(C(F)(F)F)c2)C2=C(CC(c3ccco3)CC2=O)N1 (stereo unspecified)	-15%	-2%	17%
Cc1ccc(-c2csc3ncnc(N4CCc5ccccc5C4)c23)cc1	-10%	-7%	10%
COc1ccc2c(=O)c3c(=O)n(Cc4ccco4)c(-c4cc(OC)c(OC)c(OC)c4)nc3oc2c1	-4%	-2%	-11%
O=C(O)c1cccc(S(=O)(=O)Nc2ccc3oc(=O)sc3c2)c1	u	-2%	-9%
O=C(CCNc1ccc(F)cc1)c1cc2ccccc2o1	3%	5%	2%
SMILES	KAT2A inh	FEN1 inh	N370S GC
COc1ccc(CCn2c(-c3ccc(Cl)cc3)n[nH]c2=S)cc1OC	-2%	15%	8%
O=C(Nc1cc(C(=O)Nc2ccccc2C(=O)O)cc(C(=O)Nc2ccccc2C(=O)O)c1)c1ccccc1	u	25µM*	2%
CCCN(Cc1ccccc1)C(=S)Nc1ccc(OC(F)F)cc1	-4%	7%	-21%
O=C(Nc1nc(=S)ss1)c1c(F)cccc1F	-8%	4%	4%
Nc1cc(=O)[nH]c(SCC(=O)c2ccc(F)cc2)n1	-2%	-9%	-15%
Cc1ccc(CNC(=O)CN2C(=O)C3(SCC(=O)N3c3ccc(F)cc3)c3ccccc32)cc1 (stereo unspecified)	27%	-7%	x
COC(=O)c1ccc(Oc2cc(C)nc(Cl)n2)cc1	1%	19%	2%
Nc1c(C(=O)CSc2nnc(Nc3ccc(F)cc3)s2)c(=O)[nH]c(=O)n1C1CC1	-6%	15%	x
COc1ccc(-c2n[nH]c(=S)n2-c2ccc(C)cc2)cc1OC	-25%	5%	3%
COCc1[nH]c(=S)c(C#N)cc1C(=O)OC	-19%	-19%	-6%
CCOc1ccc(CC(=O)Nc2ccc(S(=O)(=O)N3CCCC3)cc2)cc1	-2%	-1%	-10%
CCOC(=O)c1c(-c2ccc(C)cc2)csc1NC(=O)c1cc(-c2ccc(Cl)cc2)on1	5%	-3%	x
CCCCn1c(=O)[nH]c(=O)c2c1ncn2Cc1ccco1	-5%	17%	15%
O=C(NNC(=S)Nc1ccc(Br)cc1)c1ccc(N2CCOCC2)c([N+](=O)[O-])c1	-2%	-6%	3%
C/C(=N\NC(=O)c1ccoc1C)c1ccc(Cl)s1	-7%	-10%	-1%
COc1cccc(NC(C)=[N+](C)CCNS(=O)(=O)c2ccc(Cl)cc2)c1	-11%	-14%	-5%
COCCNC(=O)CN1CCN(Cc2cccc(Cl)c2)C1=O	1%	-2%	0%
CCOc1ccc(-c2nc(Cn3c(=O)cc(C)c4c(C)nn(-c5ccc(C)cc5)c43)c(C)o2)cc1	6%	-2%	x
O=C(CCNC(=O)c1ccco1)Nc1ccccc1OC(F)F	4%	-2%	-1%
Cc1cccc(NC(=O)CSc2nc3ccccc3nc2N2CCCC2)c1	2%	-1%	u
O=C1CC[C@H](C(=O)O)N1	14%	x	4%
CC[C@H](C)[C@H](N)C(=O)N[C@H](C(=O)N[C@@H](CO)C(=O)N[C@@H](C)C(=O)N[C@H](C(=O)N[C@H](C(=O)NCC(=O)N[C@H](C(=O)N[C@@H](CC(C)C)C(=O)O)[C@@H](C)CC)C(C)C)C(C)C)[C@@H](C)CC	-3%	x	2%
CCOC(=O)C(=O)c1cn(C2OCC(OC(C)=O)C(OC(C)=O)C2OC(C)=O)c2ccccc12 (stereo unspecified)	-11%	1%	-6%
CCOc1ccc(S(=O)(=O)N2CCC(C(=O)NCc3cccnc3)CC2)cc1Cl	1%	-2%	-16%
Cc1ccc(NS(=O)(=O)c2cc(NC(=O)c3ccc4c(c3)NC(=O)CS4)ccc2C)c(C)c1	-12%	-9%	-14%
SMILES	KAT2A inh	FEN1 inh	N370S GC
CC(C)C(C(=O)O)N1C(=O)/C(=C/c2cccn2C)SC1=S (stereo unspecified)	-6%	-4%	-28%
COc1ccccc1N1CCN(C(=O)C(=O)c2c(C)[nH]c3ccccc23)CC1	-16%	4%	-1%
COc1ccc2c(c1)c1c(c(=O)n(-c3ccccc3C)c(=O)n1C)n2C	0%	3%	x
CC1=C(C(=O)Nc2cccc(C(F)(F)F)c2)C2(CCCCC2)OC1=O	-4%	-16%	x
COc1cccc(NC(=O)NCCC2=CCCCC2)c1	-1%	-10%	-9%
Cc1cc(Cl)c2oc(C(=O)N(C)CC3CCOCC3)c(C)c2c1	-6%	2%	5%
CCCCNC(=O)c1onc(CSc2ccccc2C)c1C(=O)O	-4%	-4%	9%
CCCn1c(C(O)c2ccc(C)cc2)nc2ccccc21 (stereo unspecified)	-9%	1%	-5%
CCc1ccc(OCC(=O)NCc2ccco2)c(Br)c1	-5%	-3%	15%
COc1cc(NC(=O)C2CCN(C(=O)c3sc4nc[nH]c(=O)c4c3C)CC2)cc(OC)c1OC	0%	-11%	x
Cc1ccc(S(=O)(=O)NC(=O)c2ccc(Br)o2)cc1	27%[88.6 µM]	1%	0%[89.1 µM]
COc1ccc(NC(=O)c2ccc(Cl)c(S(=O)(=O)N3CCc4ccccc4C3)c2)cn1	-14%	-5%	1%
Cc1cc(NC(=O)CSc2nnc3c(C)cc4c(C)ccc(C)c4n23)no1	-4%	9%	4%
Cc1sc2nc(CSC(C)C(=O)N(C)CC(=O)Nc3ccccc3C(F)(F)F)[nH]c(=O)c2c1C (stereo unspecified)	-1%	-10%	17%
COC(=O)Cc1cc(=O)[nH]c(Nc2nc3ccccc3o2)n1	-2%	-19%	0%
Cc1cc(Nc2ccc(Br)cc2)nc(C)n1	-3%	-11%	x
CCCCCOc1ccc(NC(=O)Cn2c(-c3nonc3N)nc3ccccc32)cc1	0%	-3%	x
Cc1ccc(NC(=O)c2cccn2-c2nnc(N3CCCCC3)s2)cc1Cl	-19%	3%	x
O=C(CCn1cnc2ccccc21)N=Nc1c(O)[nH]c2ccccc12	0%	-27%	2%
CS(=O)(=O)N(CC(=O)Nc1ccc(S(=O)(=O)N2CCOCC2)cc1)c1cccc(F)c1	-3%	1%	-5%
Cc1cccc(N2CCCn3c2nc2c3c(=O)[nH]c(=O)n2C)c1	-7%	-9%	-3%
COCCCNC(=S)NNC(=O)c1cc(Cl)c(O)c(Cl)c1	0%	17%	0%
Cc1c(NC(=O)CSc2ccc3ccccc3n2)c(=O)n(-c2ccccc2)n1C	1%	2%	x
CC1(C)CC(=O)N(CC(=O)NCc2ccc(F)cc2)c2ccccc2S1(=O)=O	-3%	24%	4%
Cc1cccc(N2CCN(C(=O)CCC(=O)N3CCOc4ccc(Cl)cc43)CC2C)c1 (stereo unspecified)	-9%	0%	-5%

Of the compounds above, 7 contain an aryl thioether with sulfur outside any ring.
SMILES	KAT2A inh	FEN1 inh	N370S GC
N#Cc1ccccc1NC(=O)CSc1n[nH]c(-c2ccco2)n1	2%	7%	-21%
Nc1cc(=O)[nH]c(SCC(=O)c2ccc(F)cc2)n1	-2%	-9%	-15%
Nc1c(C(=O)CSc2nnc(Nc3ccc(F)cc3)s2)c(=O)[nH]c(=O)n1C1CC1	-6%	15%	x
Cc1cccc(NC(=O)CSc2nc3ccccc3nc2N2CCCC2)c1	2%	-1%	u
CCCCNC(=O)c1onc(CSc2ccccc2C)c1C(=O)O	-4%	-4%	9%
Cc1cc(NC(=O)CSc2nnc3c(C)cc4c(C)ccc(C)c4n23)no1	-4%	9%	4%
Cc1c(NC(=O)CSc2ccc3ccccc3n2)c(=O)n(-c2ccccc2)n1C	1%	2%	x

2 entries drawn at random from the list so far, as already listed:
SMILES	KAT2A inh	FEN1 inh	N370S GC
Cc1sc2nc(CSC(C)C(=O)N(C)CC(=O)Nc3ccccc3C(F)(F)F)[nH]c(=O)c2c1C (stereo unspecified)	-1%	-10%	17%
CCCCNC(=O)c1onc(CSc2ccccc2C)c1C(=O)O	-4%	-4%	9%

Next part
SMILES	KAT2A inh	FEN1 inh	N370S GC
O=C1NC(c2ccc(Cl)c([N+](=O)[O-])c2)Nc2ccccc21 (stereo unspecified)	-3%	13%	5%
CCCN1CCN(C(=O)C2CCN(S(=O)(=O)c3c(C)noc3/C=C/c3ccc(C)cc3)CC2)CC1	-17%	-8%	-28%
O=C(NCCCN1CCCC1=O)c1ccc2c(=O)n(-c3ccccc3F)c(=S)[nH]c2c1	-2%	5%	-28%
CC(NC(=O)c1ccc(Br)o1)C1CCCO1 (stereo unspecified)	-7%	-8%	-2%
Cc1ccccc1-n1nnnc1SC(C)C(=O)NC1CCCc2ccccc21 (stereo unspecified)	-5%	-10%	9%
O=C(CN1CCN(Cc2ccccc2)CC1)Nc1ccc([N+](=O)[O-])cc1C(=O)Nc1ccccc1F	-12%	-9%	-1%
CCCCNC(=O)c1ccc2c(SCC(=O)O)c3c(nc2c1)CCCC3	-2%	-3%	0%
CCN(C[C@H]1N[C@@](Cc2ccccc2)(C(=O)OC)[C@H]2C(=O)N(C)C(=O)[C@@H]12)C(=O)COC	-1%	10%	x
CCOC(=O)c1ccc2c(c1)N(CC)C(=O)c1ccccc1S2	16%	4%	-6%
O=C(OCCN1CCCCC1)c1cccc(Cl)c1	-7%	-6%	1%
Cc1nc2ccn(Cc3ccco3)c(=O)c2cc1C(=O)N1CCN(c2ccccc2F)CC1	-4%	-2%	x
CC1CC(C)CN(CCCNS(=O)(=O)c2ccc3c(c2)oc(=O)n3C)C1 (stereo unspecified)	-4%	6%	-2%
Cc1ccc(CNc2cnccn2)cc1	-5%	-4%	7%
Cc1ccc(S(=O)(=O)NCC(c2ccc(N(C)C)cc2)N2CCOCC2)cc1 (stereo unspecified)	-3%	u	x
Oc1ccc(C2=NNC(c3ccc(O)cc3)=NN2)cc1	-20%	4%	-7%
CCOC(=O)C1CCN(S(=O)(=O)c2ccc(-c3cc(C(F)(F)F)n(C)n3)s2)CC1	1%	14%	-16%
Cc1c(C(=O)N2CCCC2)oc2c1-c1nn(CC(=O)NCc3cccc(Br)c3)cc1CC2	0%	-21%	x
COc1ccc(SCC(=O)Nc2ccc(N3CCN(C)CC3)c(F)c2)cc1	-6%	-8%	-4%
COc1ccc(C(=O)O)cc1S(=O)(=O)NC(C)C12CC3CC(CC(C3)C1)C2 (stereo unspecified)	-5%	-9%	x
COc1ccc(C(=O)NC(=O)COC(=O)C2COc3ccccc3O2)cc1 (stereo unspecified)	-5%	0%	-5%
CC(C)Nc1ccc(C(CC(N)=O)NC(=O)c2ccc(Br)cc2)cc1[N+](=O)[O-] (stereo unspecified)	-11%	2%	1%

Not all compounds are listed; the hit share may differ from the screen's.
